Source: PubChem BioAssay
MBNL1 CUG block: MBNL1-poly(CUG) RNA binding inhibition. TR-FRET MBNL1-His/biotin-(CUG)12 binding, 665/545 ratio. Potency, µM (series often up to 57.5 µM), for the others: at the highest dose activity change, negative = inhibition, most hits filed as inhibitors. 280,000 tested, 0.036% active. AID 2675; active = well fitted inhibition curve with a large enough effect in the signal ratio, with a control signal flat, not every such curve was filed as active; inconclusive = small, poorly fitted or top-dose-only effect, or effect the other way, or a change in a side signal; inactive = no such curve, though single readings can be large or run the other way; the % refers to the signal ratio; note: potency is the fitted concentration of half-maximal effect; % is set by controls: 0 for no effect and ±100 for the full control effect
Target sequence (Q9NR56 whole entry, looked up): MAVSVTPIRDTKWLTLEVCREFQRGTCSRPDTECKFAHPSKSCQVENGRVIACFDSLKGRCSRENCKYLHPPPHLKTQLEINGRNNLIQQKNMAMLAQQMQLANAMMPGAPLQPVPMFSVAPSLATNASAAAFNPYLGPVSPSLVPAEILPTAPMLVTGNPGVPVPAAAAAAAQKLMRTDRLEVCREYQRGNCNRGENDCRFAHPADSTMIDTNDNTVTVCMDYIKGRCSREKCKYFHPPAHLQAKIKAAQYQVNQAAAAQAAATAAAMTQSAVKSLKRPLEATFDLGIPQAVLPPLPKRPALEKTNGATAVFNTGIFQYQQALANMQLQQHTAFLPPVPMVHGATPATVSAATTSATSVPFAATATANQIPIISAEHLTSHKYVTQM
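His-tagged MBNL1 binding to biotinylated (CUG)12 RNA was measured by TR-FRET using terbium anti-His antibody (0.055 ng/ul final) and streptavidin-XL665 (5 nM final). Compounds were titrated 92 nM to 58 uM; 60 min at room temperature.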
FLuc counter: counter-screen for miR-21 project: firefly luciferase inhibitors or activators; P08659; purified FLuc, Km substrates, luminescence inhibition; Potency, µM (titrated, usually from 57.5 µM), for inactives: top-dose activity change, negative = inhibition, hits mostly inhibitors; 360,000 tested, 6.9% active; AID 588342;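 note: potency is the fitted concentration of half-maximal effect; plate controls were vehicle for no effect and reference inhibitor for full effect; nearly all actives have a fitted effect of over 55% in size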
Target sequence (P08659 whole entry, looked up): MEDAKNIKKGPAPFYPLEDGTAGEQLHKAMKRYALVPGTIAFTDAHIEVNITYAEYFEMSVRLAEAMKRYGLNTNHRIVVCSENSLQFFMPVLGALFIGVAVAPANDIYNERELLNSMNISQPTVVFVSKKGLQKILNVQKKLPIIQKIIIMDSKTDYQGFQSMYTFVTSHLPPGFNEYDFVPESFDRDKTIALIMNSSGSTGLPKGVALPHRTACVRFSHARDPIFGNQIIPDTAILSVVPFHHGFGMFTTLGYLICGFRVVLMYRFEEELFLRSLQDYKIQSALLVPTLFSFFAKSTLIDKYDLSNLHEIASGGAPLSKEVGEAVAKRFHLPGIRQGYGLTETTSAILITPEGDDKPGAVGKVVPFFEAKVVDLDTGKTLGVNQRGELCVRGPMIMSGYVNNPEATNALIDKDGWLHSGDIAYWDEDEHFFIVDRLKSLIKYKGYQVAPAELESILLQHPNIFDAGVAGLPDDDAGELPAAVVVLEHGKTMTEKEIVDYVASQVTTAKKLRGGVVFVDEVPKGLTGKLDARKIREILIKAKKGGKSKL
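Biochemical qHTS of compounds, final roughly 60 µM downward over six points, against 10 nM purified firefly luciferase using Km concentrations of substrates (10 uM D-luciferin, 10 uM ATP) in Tris acetate pH 7.5 buffer; luminescence output.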
NPC1 prom act: activators of NPC1 promoter | 320,000 tested, 2.4% active | Potency, µM (series often up to 9.22 µM), for the others: at the top dose activation, actives largely listed as activators | AID 485313 | Huh7 NPC1 promoter luciferase reporter, 24 h;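 note: potency is the fitted concentration of half-maximal effect; % of control where 0% means no effect; nearly all actives have a fitted effect of over 60% in size; reporter is driven by a mutant NPC1 promoter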
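Compounds in DMSO were transferred onto Huh7 NPC1-luciferase reporter cells pre-incubated 2 h; after 24 h at 37 °C, Amplite reagent was dispensed and luminescence recorded 10 min later.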
PKM2 activator: PKM2 (human) enzyme activation. P14618. purified PKM2, Kinase-Glo ATP luminescence, activation; response scale: 0% is enzyme alone, no compound. Potency, µM (series often up to 57.5 µM), without a hit: at the top dose activation, most hits filed as activators. 260,000 tested, 0.34% active; note: potency is the fitted concentration of half-maximal effect; % is set by controls: 0 for no effect and ±100 for the full control effect; nearly all actives have a fitted effect of over 55% in size
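hPK-M2, >95% pure; 0.1 mM ADP / 0.5 mM PEP final; imidazole pH7.2 buffer w/ 7 mM MgCl2, 50 mM KCl; 1 h RT; Kinase-Glo lum. Intermediate enzyme activity for dual inhibitor/activator qHTS.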
Mito fusion act: inhibitors of mitochondrial division or activators of mitochondrial fusion; S. cerevisiae fusion-defective mutant growth rescue, CellTiterGlo 48 h; Potency, µM (series often up to 46.1 µM), for inactives: at the top dose growth rescue (activation), hits mostly activators; 320,000 tested, 0.23% active;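 note: potency is the fitted concentration of half-maximal effect; % of control where 0% means no effect; nearly all actives have a fitted effect of over 45% in size; temperature-sensitive fusion mutants such as fzo1-1 at 37 °C on non-fermentable ethanol glycerol medium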
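Yeast fusion mutant, YPEG (non-fermentable carbon), compound, 48 h at 37C non-permissive; CellTiterGlo added, 10 min RT, luminescence read. Rescued growth = division inhibition.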
Rab9 promoter act: Rab9 promoter activation | Huh7 Rab9 promoter-luciferase reporter, luminescence, 24 h | Potency, µM (titrated, usually from 9.22 µM), without a hit: top-dose activation, negative = inhibition, hits mostly activators | 320,000 tested, 2.8% active; note: potency is the fitted concentration of half-maximal effect; % of control where 0% means no effect; nearly all actives have a fitted effect of over 60% in size
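Luminescence from Amplite-detected luciferase (10 minutes, ambient) reports Rab9 promoter activation. Before that, stable Rab9-luciferase Huh7 cells (1500/well, reduced-serum OP-MEM I plus 10% FBS) were exposed to compound for 24 hours at 37C.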
Menin MLL FP TR: menin-MLL binding inhibition, Texas Red mutant peptide. O00255. Menin + Texas Red MLL mutant peptide, fluorescence polarization. Potency, µM (doses to about 61.6 µM), for inactives: top-dose FP activity change, negative = inhibition, hits mostly inhibitors. 270,000 tested, 0.23% active; active = well fitted inhibition curve with a large enough effect in the polarisation, with a control signal flat, not every such curve was filed as active; inconclusive = small, poorly fitted or top-dose-only effect, or effect the other way, or a change in a side signal; inactive = no such curve, though single readings can be large or run the other way; the % refers to the polarisation; note: potency is the fitted concentration of half-maximal effect; % of control where 0% means no effect; many of its hits are not listed in these tables
ELG1 DNA repair: inhibitors of ELG1-dependent DNA repair in HEK293T cells; HEK293T ELG1-luciferase reporter, luminescence, 16 h; DNA damage induced by 5-fluorouridine; Potency, µM (series often up to 46.1 µM), without a hit: at the highest dose activity change, negative = inhibition, most hits filed as inhibitors; 330,000 tested, 2.3% active; note: potency is the fitted concentration of half-maximal effect; % is set by controls: 0 for no effect and ±100 for the full control effect; nearly all actives have a fitted effect of over 55% in size
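Quantitative HTS, concentration-response format. 2,000 cells/well co-treated with 5-fluorouridine and compound, 16 hr in 5% CO2 at 37 °C; ONE-Glo luminescence read after 30 min.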
KCNH2 3.1 block: inhibitors of human KCNH2 3.1 potassium channel isoform. U2OS KCNH2 3.1, thallium flux FluxOr; stronger effect = lower value. 340,000 tested, 0.95% active. activity change, % (tested at about 1.8 µM). AID 720553;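 active = maximum activity change below -70%; inconclusive = maximum activity change from -70% to -50%; inactive = maximum activity change above -50%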;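 note: thallium influx rate constant from kinetic fluorescence after stimulation buffer; % is set by controls: 0 for no effect and ±100 for the full control effect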
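FluxOr-based Tl+ influx in U2OS cells transduced with KCNH2 3.1 virus; rate constants normalized to DMSO controls.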
VP16 counter: inhibits Gal4-VP16 luciferase reporter, ROR gamma counter-screen | Drosophila S2 Gal4-VP16 UAS-luciferase, luminescence, 20 h | Potency, µM (doses to about 53.6 µM), for inactives: at the highest dose activity, negative = inhibition, most hits filed as inhibitors | 310,000 tested, 3.5% active;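 note: Gal4-VP16 expression switched on by copper sulfate through the metallothionein promoter; potency is the fitted concentration of half-maximal effect; % is set by controls: 0 for no effect and ±100 for the full control effect; nearly all actives have a fitted effect of over 50% in size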
RORgamma inh: ROR gamma (mouse) transcription inhibition | 310,000 tested, 5.4% active | AID 2551 | P51450 | Potency, µM (highest dose often 53.6 µM), for the others: at the highest dose activity change, negative = inhibition, hits mostly inhibitors | Drosophila S2 Gal4-RORgamma UAS-luciferase reporter, 20 h; note: potency is the fitted concentration of half-maximal effect; % is set by controls: 0 for no effect and ±100 for the full control effect; nearly all actives have a fitted effect of over 60% in size
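Stable Schneider cell line, Gal4 DNA-binding domain fused to ROR gamma, UAS-luciferase. Cmpd 1 hr RT → CuSO4 700 uM final → 20 hr RT → luciferase reagent 10 min → luminescence.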
The depositor's hits bear a star; & = joins results of further samples. Unless noted, calls come from the whole dose curve; as a rule, active = well fitted curve in the direction sought with a large enough effect; inconclusive = small, poorly fitted or top-dose-only effect, or another doubt; inactive = no such curve, though single readings can be large; an effect the other way counts as inactive or inconclusive. The list is partial; rates above refer to the full screens.

For O=C(COC(=O)c1cccc(C(=O)OCC(=O)NC2CC2)n1)NC1CC1 the results were MBNL1 CUG block -1.9%, FLuc counter -2.0%, NPC1 prom act -4.5%, PKM2 activator -0.9%, Mito fusion act 0.6%, Rab9 promoter act 4.9%, Menin MLL FP TR 8.1%, ELG1 DNA repair 4.4%, KCNH2 3.1 block 3.2, VP16 counter 2.9% and RORgamma inh -18.5%.
Screening CCOc1ncccc1C(=O)NCc1ccccc1Cl returned MBNL1 CUG block -0.8%, FLuc counter -0.9%, NPC1 prom act -2.3%, PKM2 activator 0.0%, Mito fusion act 4.5%, Rab9 promoter act -2.8%, Menin MLL FP TR -4.8%, ELG1 DNA repair -1.9%, KCNH2 3.1 block -0.2, VP16 counter -15.7% and RORgamma inh -1.1%.
Screening Cc1ccc(S(=O)(=O)NNC(=O)C2COc3ccccc3O2)cc1C (stereo unspecified) returned MBNL1 CUG block -3.7%, FLuc counter -1.8%, NPC1 prom act -6.7%, PKM2 activator 6.0%, Mito fusion act 6.4%, Rab9 promoter act -14.3%, Menin MLL FP TR -1.2%, ELG1 DNA repair 19.7%, KCNH2 3.1 block 5.4, VP16 counter -3.1% and RORgamma inh 25.7%.
O=C(Cn1cnc2c(nnn2-c2ccc(F)cc2)c1=O)NCC1CCCO1 (stereo unspecified) was read as MBNL1 CUG block -4.8%, FLuc counter 0.4%, NPC1 prom act -1.2%, PKM2 activator -0.5%, Mito fusion act -0.7%, Rab9 promoter act -1.4%, Menin MLL FP TR 5.3%, ELG1 DNA repair 12.9%, KCNH2 3.1 block -15.2, VP16 counter -8.7% and RORgamma inh -13.2%.
For Cc1ccccc1C(=O)c1cccn1CC(=O)NC(C)c1ccccc1 (stereo unspecified) the results were MBNL1 CUG block 8.3%, FLuc counter -0.2%, NPC1 prom act -2.2%, Mito fusion act 6.6%, Rab9 promoter act 0.8%, Menin MLL FP TR 1.8%, ELG1 DNA repair 12.7%, KCNH2 3.1 block -21.1, VP16 counter 21.2% and RORgamma inh 3.3%.
`CCN(C(=O)CSc1nnnn1C)C1CCS(=O)(=O)C1` (stereo unspecified) gave FLuc counter -0.5%, NPC1 prom act 0.8%, Mito fusion act -1.9%, Rab9 promoter act 0.7%, ELG1 DNA repair 27.2% and KCNH2 3.1 block -2.3.
Screening Cc1ccccc1C(=O)NC1CCN(C(=O)NCc2ccccc2)CC1 returned MBNL1 CUG block -0.7%, FLuc counter 0.4%, NPC1 prom act -1.2%, PKM2 activator 1.5%, Mito fusion act -0.8%, Rab9 promoter act -10.0%, Menin MLL FP TR 12.8%, ELG1 DNA repair 7.9%, KCNH2 3.1 block 8.0, VP16 counter 6.3% and RORgamma inh -18.3%.
For CCN(CC(=O)Nc1ccc(OC)cc1)C(=O)c1ccc(Cl)c(S(=O)(=O)N2CCCC2)c1 the results were FLuc counter inconclusive, NPC1 prom act -2.0%, Mito fusion act -1.6%, Rab9 promoter act -1.1%, ELG1 DNA repair -8.5% and KCNH2 3.1 block -27.2.
Screening Cc1ccc(S(=O)(=O)n2nc(OC(=O)c3c(F)cccc3Cl)cc2N)cc1 returned MBNL1 CUG block 0.3%, FLuc counter 4.9%, NPC1 prom act 2.1%, PKM2 activator 2.4%, Mito fusion act -3.0%, Rab9 promoter act 1.3%, Menin MLL FP TR 16.5%, ELG1 DNA repair -4.5%, KCNH2 3.1 block -8.3, VP16 counter 4.8% and RORgamma inh 8.0%.
For Cc1ccc(C2NC(=NCc3ccccc3)Nc3nc(C)cc(=O)n32)cc1 (stereo unspecified) the results were MBNL1 CUG block -18.6%, FLuc counter -1.4%, NPC1 prom act -0.9%, PKM2 activator 1.2%, Mito fusion act -2.2%, Rab9 promoter act -3.7%, ELG1 DNA repair 0.0%, KCNH2 3.1 block 3.0, VP16 counter inconclusive and RORgamma inh -19.2%.
`Cc1sc(NC(=O)CN(Cc2ccccc2)C(=O)C(C)C)c(C(N)=O)c1C` gave FLuc counter 0.5%, NPC1 prom act -3.3%, PKM2 activator 7.1%, Mito fusion act 5.0%, Rab9 promoter act 0.5%, Menin MLL FP TR -0.2%, ELG1 DNA repair inconclusive, KCNH2 3.1 block -6.1, VP16 counter 1.9% and RORgamma inh 28.5%.
CC1CN(C(=O)CSc2nc(N)cc(N)n2)CC(C)O1 (stereo unspecified) was read as FLuc counter 0.7%, NPC1 prom act -3.5%, Mito fusion act -2.9%, Rab9 promoter act -5.6%, ELG1 DNA repair inconclusive and KCNH2 3.1 block 4.1.
For O=C(Cc1cccs1)Nc1ccc(Cl)c(S(=O)(=O)N2CCOCC2)c1 the results were FLuc counter -4.6%, NPC1 prom act -4.8%, Mito fusion act 1.1%, Rab9 promoter act -10.7%, ELG1 DNA repair -29.8% and KCNH2 3.1 block 6.7.
Screening CCN(CC)CCCn1c(=S)[nH]c2cc(C(=O)OC)ccc2c1=O returned MBNL1 CUG block 8.2%, FLuc counter 0.2%, NPC1 prom act 0.3%, PKM2 activator 0.2%, Mito fusion act 0.2%, Rab9 promoter act -2.4%, Menin MLL FP TR -7.0%, ELG1 DNA repair inconclusive, KCNH2 3.1 block 12.1, VP16 counter 4.1% and RORgamma inh -11.3%.
For COc1ccc(/C=N/NS(=O)(=O)c2ccc(NC(C)=O)cc2)cc1 the results were MBNL1 CUG block 2.8%, FLuc counter -1.7%, NPC1 prom act 0.9%, PKM2 activator 2.1%, Mito fusion act 0.4%, Rab9 promoter act -2.8%, ELG1 DNA repair inconclusive, KCNH2 3.1 block 3.3, VP16 counter 2.7% and RORgamma inh -5.5%.
Screening Clc1ccc(-n2nnnc2-c2cnc(-c3ccccn3)nc2-c2cccs2)cc1 returned MBNL1 CUG block 5.5%, FLuc counter -13.4%, NPC1 prom act 0.3%, PKM2 activator -14.1%, Mito fusion act 5.1%, Rab9 promoter act 0.5%, Menin MLL FP TR -7.5%, ELG1 DNA repair inconclusive, KCNH2 3.1 block -11.8, VP16 counter -8.2% and RORgamma inh 7.3%.
For CN(C)Cc1c(C(=O)N/N=C/C2CC=CCC2)nnn1-c1nonc1N (stereo unspecified) the results were MBNL1 CUG block 0.1%, FLuc counter 0.0%, NPC1 prom act -3.5%, PKM2 activator 1.8%, Mito fusion act -4.2%, Rab9 promoter act -4.0%, Menin MLL FP TR 1.0%, ELG1 DNA repair -0.2%, KCNH2 3.1 block -4.8, VP16 counter 4.6% and RORgamma inh -0.1%.
Screening Cc1ccc(C)c(CN2CCCN(Cc3cc(C)ccc3C)S2(=O)=O)c1 returned MBNL1 CUG block -2.9%, FLuc counter 2.0%&3.8%, NPC1 prom act 1.7%, Mito fusion act -2.1%, Rab9 promoter act -0.3%, Menin MLL FP TR -0.5%, ELG1 DNA repair 4.2%, KCNH2 3.1 block -1.9, VP16 counter 0.9% and RORgamma inh 14.8%.
Screening C/C(=N\O)c1sc(-c2ccccc2)nc1C returned FLuc counter 8.49µM*, NPC1 prom act 3.98µM*, PKM2 activator -14.4%, Mito fusion act -0.9%, Rab9 promoter act 3.16µM*, Menin MLL FP TR -7.4%, ELG1 DNA repair inconclusive, KCNH2 3.1 block 0.0, VP16 counter 2.5% and RORgamma inh 32.8%.
`O=S(=O)(c1cccs1)N1CCN(CCc2ccccc2)CC1` gave MBNL1 CUG block -0.3%, FLuc counter 1.1%, NPC1 prom act 1.1%, PKM2 activator 9.5%, Mito fusion act -2.8%, Rab9 promoter act -2.8%, Menin MLL FP TR 18.6%, ELG1 DNA repair inconclusive and KCNH2 3.1 block 3.7.
For COc1ccc(N2C(=O)CC(Sc3nc4ccccc4s3)C2=O)cc1 (stereo unspecified) the results were FLuc counter 3.3%, NPC1 prom act 1.0%, PKM2 activator 15.7%, Mito fusion act -8.3%, Rab9 promoter act 1.1%, Menin MLL FP TR inconclusive, ELG1 DNA repair 4.4%, KCNH2 3.1 block -0.2, VP16 counter inconclusive and RORgamma inh 5.01µM*.
`CCN(CC)S(=O)(=O)c1cc(C)c(C)cc1Br` gave MBNL1 CUG block 7.8%, FLuc counter 1.7%, NPC1 prom act -1.9%, PKM2 activator 0.4%, Mito fusion act -3.7%, Rab9 promoter act 1.2%, Menin MLL FP TR -1.9%, ELG1 DNA repair -0.2%, KCNH2 3.1 block -4.2, VP16 counter -0.7% and RORgamma inh -6.1%.
For Cc1cccc(CSCc2nnc(N)s2)c1 the results were MBNL1 CUG block 1.8%, FLuc counter inconclusive, NPC1 prom act 8.4%, PKM2 activator 5.0%, Mito fusion act -7.2%, Rab9 promoter act 11.5%, Menin MLL FP TR 5.9%, ELG1 DNA repair inconclusive, KCNH2 3.1 block -29.8, VP16 counter -12.5% and RORgamma inh 33.2%.
COc1ccc(C(C)(C)NC(=O)C2CCC(=O)N(C3CCCC3)C2)cc1OC (stereo unspecified) was read as MBNL1 CUG block -4.9%, FLuc counter 0.1%, NPC1 prom act 6.3%, PKM2 activator -5.4%, Mito fusion act 0.1%, Rab9 promoter act 14.0%, ELG1 DNA repair -0.6%, KCNH2 3.1 block 16.6, VP16 counter -1.3% and RORgamma inh -17.0%.
